Pf Dd2 inh – Plasmodium falciparum Dd2 growth inhibition; P. falciparum Dd2 growth, SYBR Green, 72 h; Potency, µM (titrated, usually from 28.9 µM), for the others: at the top dose activity, negative = inhibition, most hits filed as inhibitors; actives 4.3% (n = 120,000); active = well fitted inhibition curve with a large enough effect; inconclusive = small, poorly fitted or top-dose-only effect; inactive = no such curve, though single readings can be large or run the other way;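 note: plate controls were DMSO vehicle for no effect and reference drug for full effect; nearly all actives have a fitted effect of over 65% in size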
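Infected erythrocytes (Dd2, 0.3% parasitemia, 2.5% hematocrit final) are added to compound in RPMI-1640/Albumax II medium, grown 72 h at 37C in low oxygen, then lysed with saponin/Triton-X containing SYBR Green and read by fluorescence.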
Numbers without * were called inactive; i = inactive; ? = inconclusive; [ ] = dose if it differs, or a comment. Potency is the fitted concentration of half-maximal effect. Not all compounds are listed; the hit share may differ from the screen's.

SMILES | Pf Dd2 inh
COc1ccccc1CN1CC(c2noc(C3CCCCC3)n2)CC1=O (configuration not stated) | i
Fc1ccc(OCCOC2CCNCC2)cc1 | ?
O=C(C1CCCC1)N1CCC2(CCCCO2)CC1 | 1%
CC(C)c1noc(-c2cccn3c(CNC(=O)c4cccc5[nH]ccc45)nnc23)n1 | -18%
Cc1cccc(C)c1NC(=O)C(NS(=O)(=O)c1cccs1)c1ccccc1 (configuration not stated) | 21%
CC(C)Cc1ccc(S(=O)(=O)N2CCN(Cc3noc(CCC(=O)N4CCCCC4)n3)CC2)cc1 | ?
COc1cccc(C(=O)N2CCC(N3C[C@H](O)C[C@H]3C(=O)N3CCN(C(C)C)CC3)CC2)c1 | 5%
Cc1ccc(-n2c(=O)c3c(C)c(C)sc3n(CC(=O)c3ccc(Cl)cc3)c2=O)cc1C | ?
COc1ccc(CNC(=O)C2(c3ccc(NS(C)(=O)=O)cc3)CCCCC2)cc1 | i
CC12CN3CC(c4ccccc4)(CN(C1)C3c1ccc(O)cc1)C2=O (configuration not stated) | ?
O=C(Nc1cc(F)cc(F)c1)N1CC(c2nnc(-c3ccncc3)o2)C2(CCOCC2)C1 (configuration not stated) | -16%
CCC(C(=O)NCc1cc2c(cc1OC)CCC2)n1cccn1 (configuration not stated) | -11%
COc1cc(CN(CC2CCCO2)C(=O)c2ccc(F)cc2)cc(OC)c1OC (configuration not stated) | -15%
COc1ccc(CCC(=O)N2CCC3(CC2)CC(Cc2nc(-c4cccnc4)no2)CCO3)cc1 (configuration not stated) | ?
CC(C)CN(CC(C)C)C(=O)CC1C(=O)NCCN1Cc1cccs1 (configuration not stated) | -2%
Cc1ccc(Cl)cc1NC(=O)C(NS(=O)(=O)c1ccc2c(c1)CCC(=O)N2)c1ccccc1 (configuration not stated) | -12%
O=C(CCC1CCN(c2cc(NC3CC3)ncn2)CC1)NCc1cc(F)cc(F)c1 | ?
O=C(COc1ccc(F)cc1)N1CCCN(C(=O)C2CC2)c2ccccc21 | -21%
COCCNC(=O)N1CCC2(CC1)CN(C)CC2COC (configuration not stated) | 20%
CC(=O)Nc1ccc(S(=O)(=O)Nc2ccc3c(c2)n(C)c(=O)n3C)c(C)c1 | 1%
CCCCNC(=O)Cn1nc(N2CCN(c3ccccc3OC)CC2)ccc1=O | -5%
CC1CCN(c2oc(-c3cccs3)nc2S(=O)(=O)c2ccc(Cl)cc2)CC1 | -26%
CCn1ncc(NC(=O)Cn2cc(-c3ncnc4ccsc34)cn2)n1 | -8%
O=C1c2c(nc(CNC3CCOCC3)n2Cc2ccccc2)NCCN1CC1CC1 | i
Cc1oc(-c2ccc(Cl)cc2)nc1CSc1nc2ncccc2[nH]1 | i
COc1cncc(-c2nc(-c3c(C)noc3C)cc3c2cc(C)n3CCN(C)C)c1 | ?
O=C(c1cc(F)ccc1F)N1CCCC(n2cc(-c3nc(-c4ccccc4)no3)nn2)C1 (configuration not stated) | 46%[activator]
CCn1cc(C(=O)NCCCOC(C)C)c(=O)c2cc(S(=O)(=O)N(C)C3CCCCC3)ccc21 | i
O=C(Nc1nc2ccc(F)cc2s1)c1nc(SCc2ccccc2F)ncc1Cl | 13%
CN1CCC(Oc2ncccc2C(=O)NCCc2ccccn2)CC1 | -15%
CCN(C(=O)Cn1cccc1-c1nc(-c2ccccc2)no1)c1cccc(C)c1 | ?
c1nc(N2CCOCC2)ncc1CN1CC[C@H]2CNC[C@H]21 | -2%
O=C(Cn1ccn2nc3c(c2c1=O)CCCC3)Nc1ccc2c(c1)OCO2 | i
CN(C)CC(=O)Nc1ccc(C(=O)N2CCCC3(CCNC3)C2)cc1 (configuration not stated) | -9%
COc1ccc2c(c1)nc1n2[C@@H](CNS(=O)(=O)c2ccc(C#N)cc2)COC1 | i
O=C(Nc1ccccc1C(F)(F)F)N1CCC2(CC1)Oc1ccccc1C(=O)N2Cc1ccccc1F | ?
CCOC(=O)c1ccc(NC(=O)CN2C(=O)C(C)(C)c3ccccc32)cc1 | 15%
CC(C)N(C)C(=O)CN1C(=O)C2(CCNCC2)Nc2ccccc21 | -20%
CC(C)(C)c1ccc(-c2nc(C3CC(=O)N(c4ccc(F)cc4)C3)no2)cc1 (configuration not stated) | 10%
COc1ccc(-c2noc(N(C)Cc3ccccc3)n2)cc1OC | ?
Cc1cc(C)c(/C=C/c2onc(C)c2S(=O)(=O)N2CCC(C(=O)Nc3ccc(Cl)cc3C)CC2)c(C)c1 | -10%
CCOC(=O)C1=C(CN2CCN(c3ccc(Cl)cc3)CC2)NC(=O)NC1c1ccc(F)cc1 (configuration not stated) | ?
COC(=O)c1ccccc1NC(=O)c1c(NC(=O)c2ccco2)sc2c1CCC(C(C)(C)C)C2 (configuration not stated) | -29%
CN(C)C(=O)c1n[nH]c2c1CN(S(=O)(=O)c1ccccc1)CC2 | -14%
O=C1NC2(CCN(C(=O)c3ccc(Cl)cc3)CC2)Oc2ccccc21 | 7%

Compounds above with two or more sulfur atoms:
SMILES | Pf Dd2 inh
Cc1cccc(C)c1NC(=O)C(NS(=O)(=O)c1cccs1)c1ccccc1 (configuration not stated) | 21%
CC1CCN(c2oc(-c3cccs3)nc2S(=O)(=O)c2ccc(Cl)cc2)CC1 | -26%
O=C(Nc1nc2ccc(F)cc2s1)c1nc(SCc2ccccc2F)ncc1Cl | 13%

(more compounds)
SMILES | Pf Dd2 inh
CCN1C(=O)c2ccccc2S(=O)c2ccc(C(=O)N3CCN(c4ccccc4OC)CC3)cc21 (configuration not stated) | 5µM*
O=C1NC2(CCN(C(=O)Cc3ccccc3)CC2)Oc2ccccc21 | ?
O=C(Nc1ccc(Cl)cc1)N1CCC2(CC1)CC(=O)N(c1ccccc1)c1ccccc1O2 | -18%
Cc1cccc(O[C@H]2COCCN(c3nc4ccccc4o3)C2)n1 | -13%[44.1 µM]
Cc1cccc(CN2CCNc3cnc(-c4ccccc4)cc3C2)c1 | i
COc1ccc(NC(=O)Cn2nc(SC)c(S(=O)(=O)c3ccc(C)cc3)c2N)cc1OC | ?
COc1ccc(F)c(CN2CCCC(O)(CN3CCCCC3)C2=O)c1 (configuration not stated) | i
CC(=O)N[C@H]1CC[C@]2(C)CC[C@@H](C(C)C(=O)NC3CCCC3)[C@H](O)[C@H]2[C@@H]1C (some centres not stated) | 1%[44.1 µM]
Cc1cnc(C2CC2)n1C1CCCNC1 (configuration not stated) | -7%
Cc1ccc(S(=O)(=O)Nc2ccc3nc(-c4ccc(F)cc4)oc3c2)cc1 | 33%[activator]
C[C@@H]1CN(C(=O)NCc2ccco2)C[C@H]1c1nc(-c2ccncc2)no1 | 4%
O=C1CCCCC(CNC(=O)c2ccccc2)N1 (configuration not stated) | 43%[activator]
CC(=O)Nc1ccc(C)cc1S(=O)(=O)NCCn1c(C)cnc1C1CCC1 | -11%
Cc1ccc(CN2CCC3(CC2)CN(c2ncccn2)CC3CO)cc1C (configuration not stated) | -30%
COc1ccc(C(=O)NCC2CCCCC(=O)N2)cc1 (configuration not stated) | -2%

Of the compounds above, nine contain a Cl atom.
SMILES | Pf Dd2 inh
Cc1ccc(-n2c(=O)c3c(C)c(C)sc3n(CC(=O)c3ccc(Cl)cc3)c2=O)cc1C | ?
Cc1ccc(Cl)cc1NC(=O)C(NS(=O)(=O)c1ccc2c(c1)CCC(=O)N2)c1ccccc1 (configuration not stated) | -12%
CC1CCN(c2oc(-c3cccs3)nc2S(=O)(=O)c2ccc(Cl)cc2)CC1 | -26%
Cc1oc(-c2ccc(Cl)cc2)nc1CSc1nc2ncccc2[nH]1 | i
O=C(Nc1nc2ccc(F)cc2s1)c1nc(SCc2ccccc2F)ncc1Cl | 13%
Cc1cc(C)c(/C=C/c2onc(C)c2S(=O)(=O)N2CCC(C(=O)Nc3ccc(Cl)cc3C)CC2)c(C)c1 | -10%
CCOC(=O)C1=C(CN2CCN(c3ccc(Cl)cc3)CC2)NC(=O)NC1c1ccc(F)cc1 (configuration not stated) | ?
O=C1NC2(CCN(C(=O)c3ccc(Cl)cc3)CC2)Oc2ccccc21 | 7%
O=C(Nc1ccc(Cl)cc1)N1CCC2(CC1)CC(=O)N(c1ccccc1)c1ccccc1O2 | -18%

The listing continues.
SMILES | Pf Dd2 inh
COc1cccc(-c2ccc(NC(=O)C3CCCN3C(=O)CNC(C)=O)cc2)c1 (configuration not stated) | -20%
O=C(NCc1ccc2c(c1)CCN2C(=O)c1ccncc1)c1cccc(F)c1 | i
CNCCN1C(=O)CC[C@H]2CN(C(=O)Cc3cccs3)CC[C@H]21 | -9%
Cc1ccc(C(=O)N2CCc3nc(C)nc(-c4ccc(O)cc4)c3C2)cc1 | -12%
CC(C)c1ccc(OCC(=O)Nc2cc(-c3nc4ncccc4o3)ccc2Cl)cc1 | -11%
COc1ccccc1C1C(C(=O)Nc2ccccc2)=C(C)Nc2nc(-c3ccccc3)nn21 (configuration not stated) | ?
O=C(Nc1ccc(Cl)cc1)N1CCn2c(nnc2C2CC2)C1 | i
O=C(Cn1c(-c2cccs2)cc2cc(F)ccc21)N1CCCCC1 | -9%
COc1ccccc1C1NC(=O)N(CCC(C)C)C2=C1C(=O)OC2 (configuration not stated) | ?
COCCCNC(=O)CN1C(=O)COc2ccc(C(=O)COc3ccc(OC)cc3)cc21 | ?
O=C1CCNCCCC(C(=O)NCc2ccccc2)CCN1 (configuration not stated) | 17%
O=C(NCCc1cnc[nH]1)C1CCN(C2CCCCC2)CC1 | i
Cc1nc(CCC(=O)NCc2ccc3[nH]c(-c4ccccc4F)c(C)c3c2)n[nH]1 | -4%
COc1ccccc1CNC(=O)c1ccccc1NC(=O)c1nsc2ccccc12 | ?
O=S(=O)(CCN1CCCn2nc(CO)cc2C1)c1ccccc1 | -3%
CCN(c1ccc(OC)cc1)S(=O)(=O)c1nnc(NC(=O)c2ccccc2C)s1 | 14%
COCc1cn(C[C@H]2C[C@@H](NC(C)=O)[C@H](O)[C@@H]2O)nn1 | -8%[44.1 µM]
Cc1ccc(S(=O)(=O)NCCc2cn3c(C)csc3n2)cc1 | 23%
CCOC(=O)c1c(C)[nH]c(C)c1S(=O)(=O)N(C)CC(=O)Nc1cccc(C(F)(F)F)c1 | 22%
COc1ccc(CN2CC3(CCN(C(=O)Cc4c[nH]c5ccccc45)CC3)C2=O)cc1 | ?
COCCNC(=O)C(C)[C@@H]1CCc2c(C)cc(OC)c(C)c2C1 (some centres not stated) | -9%[44.1 µM]
CCc1cnc(C)nc1N1CCCn2nc(CCC(=O)NC3CC3)cc2C1 | -10%
COc1ccc(-c2nc3scc(CCNS(=O)(=O)c4c(C)cc(C)cc4C)n3n2)cc1OC | ?
C#CCNC(=O)[C@@H]1Cc2cn(Cc3nccn3C)c3cccc(c23)[C@H](CC(C)C)N1 | 10µM*
Cc1ccc(C)c(N2CCN(C(=O)Cn3c(-c4cccs4)cc4ccccc43)CC2)c1 | ?
O=C(NCc1nnc2ccc(-c3ccccc3)nn12)c1ccc(F)cc1Cl | 1%
CC(C)N(Cc1ccccc1)S(=O)(=O)c1ccc(N2CCCCS2(=O)=O)cc1 | 9%
Cc1cccc(C)c1NC(=O)Cn1c(=O)n(Cc2ccccc2Cl)c(=O)c2cccnc21 | 17%
O=C(Cn1ccn(-c2ccc(F)c(F)c2)c(=O)c1=O)NCc1ccccc1 | 54%[activator]
CN1CCC(N2CCN(C(=O)CCC3CCCCC3)CC2)C1=O (configuration not stated) | 2%
CCN(Cc1ccccc1)C(=O)CC1CCCN(c2cnn(C)c(=O)c2)C1 (configuration not stated) | -7%
CCOc1ccccc1NC(=O)c1sc2nc3n(c(=O)c2c1C)CCCCC3 | -12%[5.79 µM]
Cc1cccn2c(=O)c3cc(C#N)c(=O)n(-c4nnc(SCc5ccccc5F)s4)c3nc12 | i
CCc1nc2ccc(C(=O)N3CCN(c4cccc(C)c4C)CC3)cc2nc1CC | ?
O=C(N[C@@H]1CCOC[C@H]1Oc1ccccn1)c1ccc(N2CCCC2=O)cc1 | -6%
Fc1ccc(-c2ccnc3ncnn23)cc1 | -10%
COCc1nc(C2CCCN(C(=O)c3ccsc3)C2)no1 (configuration not stated) | 26%
COc1ccc2nc(N3CCN(C(=O)CS(=O)(=O)c4ccc(C)cc4)CC3)sc2c1 | -10%
CO[C@@H]1CCOC[C@H]1NS(=O)(=O)c1ccc2c(c1)N(C(C)=O)CCO2 | -5%
CC(C)CCN1CCC(O)(c2csc(CN3CCc4ccccc4C3)n2)CC1 | 13µM*
O=C(CN1N=C(c2ccc(Cl)cc2)CCC1=O)NCCc1ccccc1 | 32%[activator]
Cc1ccc(N(CC(=O)NCCc2ccccc2C)S(=O)(=O)N(C)C)cc1 | 8%
O=C(CSc1nnc(-c2ccc(F)cc2)o1)N1CCCc2ccccc21 | 18%
COc1ccc(S(=O)(=O)NCC(c2ccc(N(C)C)cc2)N2CCc3ccccc32)cc1OC (configuration not stated) | ?
COc1ccc(C(=O)NC[C@H]2O[C@@H](CC(=O)N3CCN(c4ccccc4OC)CC3)[C@H](O)[C@@H]2O)cc1 | i
O=C(N[C@@H](Cn1cc(Cl)c(=O)[nH]c1=O)C(=O)O)C1CCC1 | ?
O=C(NCCN1CCN(c2cccc(Cl)c2)CC1)C1COc2ccccc2C1 (configuration not stated) | -26%
CCN(CC)c1nn2c(=O)c(C(=O)NCCc3ccccc3)cnc2s1 | 0%
CCN(CC)c1cc(CCC(=O)NCCN(C)C2CCCCC2)ccn1 | 1.6µM*
Cc1ccc(-c2ccc(=O)n(CC(=O)NCCc3ccc(Cl)cc3)n2)cc1 | 59%[activator]
Cc1ccc(C(=O)NC[C@H]2C[C@@H]3CCN2C[C@@H]3c2cc(-c3ccco3)nc(C)n2)cc1 | 3.5µM*

Screens (PubChem)
